MT stabilizer = microtubule stabilization, imaging screen | HeLa tubulin immunostaining HCS, 24 h; share of cells brighter than vehicle mean+2SD | % tubulin-high responders, % at 10 µM | 0.83% of 200,000 active | AID 2205;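 active = plate Z-score above 3 for both tubulin-high and condensed-nucleus cell shares, with cell loss under 80%, at 10 µM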;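 also: anti alpha tubulin signal scored within the nucleus-defined area of each cell; some results filed as inactive read as strong as hits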
XIAP displacement = XIAP antagonists, biochemical, IAP family, fluorescence polarization (AID 1018); XIAP BIR domain, fluorescence polarization peptide displacement; higher % means a stronger effect; 0.007% of 200,000 active; displacement, % at 20 µM; hits with a dose series show IC50 in µM; in the data active = displacement above about 50%; also: a part of the inactive calls stands beside numbers as strong as those of hits
Autophagy HCS = alters autophagy in cells | MEF GFP-LC3 puncta imaging; test concentration mostly 10 µM | calls only at 10 µM (by protocol) | 0.98% of 190,000 active;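 active = percentage of spot-positive cells more than 3 SD above its plate mean, without a fluorescence outlier flag or 80% toxicity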;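 also: spot-positive cell cutoff set from DMSO-treated cells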
b-catenin transl = modulators of beta-catenin nuclear translocation | HeLa beta-catenin nuclear translocation, immunofluorescence imaging | nuclear translocation activity, % at 5 µM | 0.3% of 190,000 active | AID 1665;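 active = nuclear translocation activity above 50% at 5 µM, with a well cell count of 50 or more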;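 also: per-cell ratio of nuclear to cytoplasmic median beta-catenin stain intensity; plate controls were DMSO negative control for no effect and GSK-3 inhibitor IX positive control for full effect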
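Read-out: Nuclear/cytoplasmic beta-catenin signal ratio, % activation | Assay system: Human HeLa cell line | Times: 24 h compound exposure at 37°C, 5% CO2 | Signal: Fluorescence imaging of beta-catenin antibody stain plus DAPI | Dosing: 5 µM primary, 0.02–20 µM confirmation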
Dynein cargo inh = dynein cargo transport inhibition; 0.47% of 220,000 active; AID 1381; 3617.4 mouse cells, GR-EGFP nuclear translocation imaging; test concentration mostly 20 µM; stimulated with dexamethasone, 1 µM; active compounds read low; z-score, hits read low;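 active = plate z-score of nuclear minus cytoplasmic receptor signal below a set negative limit, without overly bright fluorescence or cell loss, cut at about -3.5 in these data, passing the limit was not always enough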;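 also: z-score of nuclear minus cytoplasmic ring GR-EGFP intensity difference per well; some compounds called inactive have numbers as strong as hits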
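Also added: dexamethasone, 1.0 µM final. Medium: tet-free, stripped-serum medium. Detection: fixed, Hoechst-stained cells imaged at 10x for EGFP. Read-out: nuclear-to-cytoplasmic GR-EGFP distribution per well. Times: induction 48 h, compound 1 h, agonist 30 min.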
WT yeast gro inh = growth inhibition of WT yeast, mitochondrial fusion screen; mitochondrial fusion phenotypic screen, WT strain; inhibition, % at 10 µM; 2.1% of 190,000 active; in the data active = inhibition above about 58%; tested in S. cerevisiae
CSM14.1 death rescue = protection against thapsigargin-triggered cell killing – 384-well, CSM14.1, ATP luminescence, primary screen (AID 1222); 190,000 tested, under 10 active; one-dose cellular ATP content (survival), % at 20 µM; EC50 in µM for titrated hits; CSM14.1 thapsigargin-induced death rescue, ATP luminescence; higher % means a stronger effect;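 active = EC50 below 50 µM in the dose-response confirmation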;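 also: death triggered by thapsigargin at about 15 µM added after 2 h compound pretreatment; cell ATP read after overnight thapsigargin exposure of roughly 18 to 22 hours; normalized against plate controls of thapsigargin alone and 5% DMSO vehicle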
Insulin prom up = MIN6 insulin promoter up-regulation; MIN6 insulin promoter-GFP reporter, high-content imaging; active compounds read high; z-score at 5 µM; 0.3% of 190,000 active; AID 1625;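 active = z-score above 3 at 5 µM with at least 500 cells counted in the well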
Hep lipid drop = hepatic lipid droplet formation modulation. AML12 mouse hepatocytes, oleate lipid droplets, BODIPY imaging. inhibition, % at 6.5 µM. 0.4% of 240,000 active;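 active = lipid droplet intensity inhibited by at least 50%, with more than 500 cells counted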
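material = mouse AML12 hepatocyte cell line, fixed after treatment | also added = 100 µM oleic acid challenge | doses = compound at 6.5 µM only | schedule = overnight exposure | technique = Image-based BODIPY and DAPI two-channel analysis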
WT yeast gro inh mutant strain = recorded beside WT yeast gro inh, whose call it bears; inhibition, %; mitochondrial fusion phenotypic screen, mutant strain inhibition
Dynein cargo inh cytoplasmic EGFP = also measured in Dynein cargo inh; calls as there; z-score; measured here: cytoplasmic GR-EGFP intensity; active compounds read high
Dynein cargo inh nuclear GR-EGFP = further read-out of Dynein cargo inh, marked with its call; z-score; measured here: nuclear GR-EGFP intensity;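 lower value marks the stronger effect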
Dynein cargo inh cell count = recorded beside Dynein cargo inh, whose call it bears; z-score; measured here: cell count per field
Insulin prom up cell count = recorded beside Insulin prom up, whose call it bears; cell count; measured here: cytotoxicity, nuclei count;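 total cells summed across four imaged fields per well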
Hep lipid drop cells 6.5 µM = second read-out of Hep lipid drop, no call of its own (marks repeat the call); cell count; measured here: cell count, cytotoxicity flag;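 cells counted across two imaged fields per well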
b-catenin transl cell count 5 µM = further read-out of b-catenin transl, marked with its call; cell count; measured here: cell count, cytotoxicity flag
MT stabilizer Hoechst-high % = recorded beside MT stabilizer, whose call it bears; % Hoechst-high responders; measured here: nuclear condensation Hoechst responders;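 share of cells brighter than vehicle mean plus two SD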
MT stabilizer cytotoxicity % = recorded beside MT stabilizer, whose call it bears; toxicity, %; measured here: cytotoxicity by cell density;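 0% = mean cell density of plate MIN control wells and 100% = no cells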
Autophagy HCS cell loss 18 h = recorded beside Autophagy HCS, whose call it bears; toxicity, %; measured here: cell loss, nuclei count;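 cell loss after 18 h compound exposure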
* = called active by the depositor; i = inactive; · = no result given. This is a random part of the collection; overall some 4% were active at least once.

SMILES	MT stabilizer	MT stabilizer Hoechst-high %	MT stabilizer cytotoxicity %	XIAP displacement	Autophagy HCS	Autophagy HCS cell loss 18 h	b-catenin transl	b-catenin transl cell count 5 µM	Dynein cargo inh	Dynein cargo inh cytoplasmic EGFP	Dynein cargo inh nuclear GR-EGFP	Dynein cargo inh cell count	WT yeast gro inh	WT yeast gro inh mutant strain	CSM14.1 death rescue	Insulin prom up	Insulin prom up cell count	Hep lipid drop	Hep lipid drop cells 6.5 µM
Cc1ccc(C)c(NC(=O)c2ccc3c(c2)N(Cc2ccc(F)cc2)C(=O)CS3=O)c1 (stereo not drawn)	4.2	2.5	11	-9.8%	i	-4	0.0	1065	-0.26	-0.19	0.2	0.66	1	-6	·	-0.59	1454	-5	633
CCOc1ccccc1NC(=O)c1cc(S(=O)(=O)N2CCC3(CC2)OCCO3)ccc1F	4.4	2.0	9.4	-2.3%	i	-45	-3.9	954	1.1	0.33	1.5	-2.3	3	6	0.2%	-0.18	1447	·	·
O=C(CN1C(=O)c2ccccc2S1(=O)=O)c1ccc2c(c1)OCCCO2	·	·	·	·	·	·	0.6	1262	1.1	-0.24	0.46	0.16	·	·	·	0.46	973	18	727
COc1ccccc1-c1cc(C(F)(F)F)nc(N2CCCC2)n1	3.5	1.5	5.4	-4.4%	i	10	-0.1	1343	0.42	-0.34	0.25	0.28	14	-7	-1.6%	-0.43	1546	·	·
O=C(C1CCN(C2CC(=O)N(c3ccc(Cl)cc3)C2=O)CC1)N1CCOCC1 (stereo not drawn)	3.4	1.9	8.5	-1.0%	i	3	·	·	-0.24	-0.26	0.31	0.39	1	-5	-2.5%	·	·	4	730
Cn1c(C(=O)NCCCN2CCc3ccccc3C2)cc2c(=O)n(C)c3ccccc3c21	10	2.6	5.3	0.6%	i	18	·	·	1.1	-0.15	0.64	-0.55	0	0	-4.0%	-1.4	821	·	·
COc1ccc(C(=O)NNC(=S)NC(=O)c2cc(-c3ccccc3)nc3ccccc23)cc1	4.6	1.6	11	1.6%	i	-9	·	·	-0.51	-0.22	-0.84	0.39	-27	-34	-1.9%	·	·	·	·
O=C(NCc1ccccn1)C1CCN(S(=O)(=O)c2cc(Cl)ccc2Cl)CC1	1.7	3.0	6.2	-1.5%	i	11	-1.2	624	-0.99	-0.39	-0.69	1.1	-8	-6	-0.4%	·	·	-11	725
COC(=O)N(NC(=O)C(O)(c1ccccc1)c1ccccc1)c1ccc(C)cc1	5.5	2.4	7.0	-6.8%	i	19	-1.1	1059	-0.42	-0.21	-0.11	0.15	13	5	0.3%	·	·	20	691
O=C(N/N=C/c1cccs1)c1ccc2nc[nH]c2c1	2.4	2.0	2.2	6.9%	i	3	-3.7	574	-0.14	-0.29	0.043	0.5	-2	4	-0.5%	·	·	15	734
NS(=O)(=O)c1cccnc1Nc1cccc(Cl)c1	2.9	1.1	9.9	-6.0%	i	36	5.3	1036	-0.14	-0.25	0.031	0.7	-1	-19	-1.4%	0.4	872	-1	808
Cc1ccc(C)c(NC(=O)C(=O)NCc2ccccn2)c1	3.5	1.7	6.6	-10%	i	-3	-0.2	1105	1.1	-0.27	0.75	-0.13	1	-11	0.9%	·	·	9	694
C=CCNC(=S)N(CC=C)C1CCS(=O)(=O)C1 (stereo not drawn)	1.3	3.7	7.2	-5.8%	i	-5	0.9	564	-0.43	0.11	-0.54	0.85	-14	-12	-3.6%	0.7	1174	1	724
O=C(/C=C/c1ccccc1)N(Cc1cccs1)C1CCS(=O)(=O)C1 (stereo not drawn)	·	·	·	·	·	·	-0.4	1391	-0.61	-0.25	-0.36	1.1	·	·	·	0.6	1094	0	667
CC[C@H](C)[C@H](NC(N)=O)C(=O)Nc1ccc(S(=O)(=O)NC(C)C)cc1	·	·	·	·	·	·	-0.6	1337	-0.55	-0.82	-0.12	0.4	·	·	·	-1.1	1086	22	658
O=C(Nc1ccccc1)C1=C[C@H](c2csc3ccccc23)C[C@H](OCCCCO)O1	4.0	3.0	5.3	0.3%	i	-2	0.4	1155	-2.1	0.41	-0.72	0.9	33	31	1.0%	0.62	1414	-36	683
Cc1cccc(NC(=O)CSC2=NN3CCCC(=O)N=C3S2)c1C	1.8	1.2	5.3	-5.9%	i	30	-0.1	1039	0.98	0.034	0.98	-1.1	-8	3	4.4%	-0.35	1365	-5	720
CCC(C)NC(=O)C1CN(S(=O)(=O)c2ccccc2)CCN1S(=O)(=O)c1ccccc1 (stereo not drawn)	4.6	2.2	8.1	-8.4%	i	5	-3.0	809	-0.51	-0.13	0.12	-0.32	3	-3	-0.4%	·	·	·	·
O=C(Nc1cccc2ncccc12)c1ccc(OCc2ccccc2)cc1	1.4	1.7	4.7	-6.8%	i	-29	-3.5	1062	0.043	-0.26	0.029	0.77	-3	0	-0.1%	-0.21	1506	-6	692
CSC1=NCCN1C(=O)C(C)(C)Oc1ccc(Cl)cc1	0.7	4.4	9.7	·	i	12	·	·	0.26	-0.13	0.36	-0.4	9	6	·	·	·	·	·
CSc1ccccc1NC(=O)CN(C)CC(=O)Nc1ccc(Cl)cc1F	4.4	3.2	0.2	-13%	i	20	-0.6	1040	-0.18	-0.25	0.098	0.14	42	-16	-0.6%	0.55	1511	-6	705
O=C(Nc1ccc(S(=O)(=O)NC2=NCCCCC2)cc1)c1ccc2ccccc2n1	1.6	1.6	11	-4.4%	i	-6	-1.7	1052	-1.3	0.46	-0.29	0.62	-7	16	4.9%	0.16	1538	-7	642
Oc1ccc(/C=N/Nc2nc(-c3ccc(Cl)cc3)cc(C(F)(F)F)n2)cc1	3.3	2.3	3.1	-0.7%	i	-2	-0.7	914	0.17	-0.23	-0.096	-0.31	79	84	-1.1%	·	·	-8	663
Cc1cccc(C2C3=C(CCCC3=O)N=C3c4ccccc4C(=O)C32)c1 (stereo not drawn)	·	·	·	·	·	·	0.9	1369	-0.32	-0.24	-0.22	0.81	·	·	·	-0.35	1099	-1	742
Cc1ccc(-c2n[nH]c(=O)c3ccccc23)cc1S(=O)(=O)N(C)CCO	3.5	2.1	5.8	-7.6%	i	0	-4.2	1129	3.1	-0.09	1.8	-2.2	-7	-46	1.1%	0.02	1012	5	750
Cc1ccc(S(=O)(=O)Nc2ccc3c(c2)OCCO3)cc1C	5.1	1.7	16	-9.7%	i	-5	-1.4	1023	3	-0.27	1.7	-0.96	3	-15	-1.4%	-0.26	1380	-19	647
Cc1nnc(NC(=O)CSc2nc3ccccc3[nH]2)s1	1.4	0.9	8.5	-5.1%	i	22	-0.7	999	-0.23	-0.13	-0.22	0.67	-15	-9	0.6%	0.83	1347	6	686
CCN1CCN(C(=O)Cn2cnc3sc(C)c(S(=O)(=O)N4CCN(c5ncccn5)CC4)c3c2=O)CC1	2.8	3.1	10	-1.5%	i	0	0.1	1135	0.73	-0.28	0.15	-0.79	-8	-3	-12%	-0.7	1336	3	668
O=c1o[nH]c(-c2ccccc2)c1C1=NCCCCC1	6.4	3.7	7.8	·	i	-11	·	·	-0.31	-0.23	-0.051	0.81	3	-4	·	·	·	·	·
Cc1ccc(NC(=O)CSc2nnc(-c3ccco3)o2)cc1	1.6	2.1	2.1	1.7%	i	-5	·	·	-0.61	-0.4	-0.62	1.4	-3	-3	-1.6%	-0.22	1234	-2	761
CCN1C(=O)[C@H]2[C@H]3[C@H](O)[C@H](O)C/C(=N\O[C@H](C)c4cn([C@H](CO)Cc5ccccc5)nn4)[C@@H]3CC[C@H]2C1=O	3.2	3.1	7.1	-23%	i	10	0.9	475	0.9	-0.26	0.72	0.57	-2	4	-4.3%	0.34	1141	-2	584
Cc1cc(NC(=O)C2CC(c3c(F)cccc3Cl)=NO2)n(-c2ccccc2)n1 (stereo not drawn)	3.7	2.3	9.3	1.2%	i	-5	2.2	968	0.48	-0.33	0.96	-0.99	19	14	-0.5%	0.02	1501	0	681
CCN(C(=O)CN1CCN(c2ccccc2O)CC1)c1c(N)n(Cc2ccccc2)c(=O)[nH]c1=O	1.5	1.7	10	-5.8%	i	-18	-1.6	1145	-0.24	-0.27	0.17	0.38	4	-27	0.0%	·	·	15	754
CCN(CC)CCN=C1CCCc2ccccc2N1	1.1	1.4	1.1	-2.0%	i	-4	-1.1	1181	-1.1	-0.2	-0.58	0.91	1	-2	-1.8%	0.27	989	·	·
NC(=O)C1CCN(C(=O)Cn2cccc2C(=O)c2ccccc2)CC1	1.4	1.2	5.9	-6.3%	i	-17	·	·	-1	0.47	-0.22	-0.033	0	-1	-1.2%	-0.19	947	·	·

Look-ups from above.
Under Autophagy HCS cell loss 18 h, Cc1nnc(NC(=O)CSc2nc3ccccc3[nH]2)s1 is listed with 22
Under CSM14.1 death rescue, O=C(Nc1ccc(S(=O)(=O)NC2=NCCCCC2)cc1)c1ccc2ccccc2n1 is listed with 4.9%

Screening data deposited in PubChem by several laboratories.
